# MsrA inh: bovine MsrA inhibition. 360,000 compounds, 0.75% hits. AID 651718. inhibition, % at 15.5 µM. purified bovine MsrA, absorbance read-out; in the data active = inhibition above about 4.5%;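 also: 0% = vehicle wells with enzyme and 100% = reference inhibitor wells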
# Rin1-Abl PPI inh: human Rin1-Abl interaction inhibition; 360,000 compounds, 0.4% hits; P00519+Q13671; inhibition, % at 7.35 µM; TR-FRET Rin1/Abl binding, biochemical; AID 588664; in the data active = inhibition above about 5%, passing the limit was not always enough
# Rpn11 block: Rpn11 (human) deubiquitinase inhibition | O00487 | human 26S proteasome, Ub4-pepOG fluorescence polarization; 20S core pre-blocked with epoxomicin | calls only at 20 µM | 360,000 compounds, 0.59% hits;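 active = inhibition at 20 µM, scaled to each plate's controls, above about 33%, limit read from the data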
# Target sequence (O00487 whole entry, looked up): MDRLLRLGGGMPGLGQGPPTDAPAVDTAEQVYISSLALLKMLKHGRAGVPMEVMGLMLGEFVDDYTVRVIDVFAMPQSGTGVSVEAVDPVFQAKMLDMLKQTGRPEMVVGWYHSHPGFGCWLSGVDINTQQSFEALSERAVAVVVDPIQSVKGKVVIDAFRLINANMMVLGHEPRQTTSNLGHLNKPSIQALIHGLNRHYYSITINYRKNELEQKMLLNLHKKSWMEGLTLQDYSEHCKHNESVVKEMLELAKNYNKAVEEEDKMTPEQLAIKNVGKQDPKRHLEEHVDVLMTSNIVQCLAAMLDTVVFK
# FAS TE block: inhibitors of human fatty acid synthase thioesterase domain | AID 602261 | recombinant FAS-TE, OMFH fluorogenic substrate, fluorescence endpoint | 360,000 compounds, 0.67% hits | P49327 | inhibition, % at 15 µM;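 active = compounds whose normalised, plate-corrected inhibition of enzyme fluorescence in the single-dose primary screen is 50% or more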;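 also: 0% = DMSO with enzyme and 100% = substrate without enzyme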
# CSN deneddyl inh: CSN deneddylation inhibition; Q92905; Purified CSN, SCF-Nedd8-OG deneddylation, fluorescence polarization; inhibition, % at 12.5 µM; 360,000 compounds, 0.38% hits; AID 651999;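 active = pattern-corrected inhibition above about 35%, with an unprinted fluorescence ratio check between 0.5 and 1.5, limit read from the data, passing the limit was not always enough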;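 also: 0% = enzyme with substrate and 100% = substrate without enzyme; some results filed as inactive read as strong as hits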
#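 Detection – fluorescence polarization · System – HEK293T-derived human Csn5 enzyme · Controls – substrate-only high control, full reaction low control · Timing – 90 min, room temperature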
# bovine MsrA act: bovine methionine sulfoxide reductase A activation. purified bovine MsrA, absorbance read-out. activation, % at 10.6 µM. 360,000 compounds, 0.3% hits; in the data active = activation above about 7.5%;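 also: 0% = vehicle and 100% = reference activator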
# E coli Lon inh: E. coli protease La inhibition | purified E. coli Lon protease, fluorescence polarization | inhibition, % at 7.94 µM | 360,000 compounds, 0.42% hits | AID 602123; in the data active = inhibition above about 13%, passing the limit was not always enough;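 also: 0% = enzyme with probe and DMSO and 100% = no enzyme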
# Target sequence (P0A9M0 whole entry, looked up): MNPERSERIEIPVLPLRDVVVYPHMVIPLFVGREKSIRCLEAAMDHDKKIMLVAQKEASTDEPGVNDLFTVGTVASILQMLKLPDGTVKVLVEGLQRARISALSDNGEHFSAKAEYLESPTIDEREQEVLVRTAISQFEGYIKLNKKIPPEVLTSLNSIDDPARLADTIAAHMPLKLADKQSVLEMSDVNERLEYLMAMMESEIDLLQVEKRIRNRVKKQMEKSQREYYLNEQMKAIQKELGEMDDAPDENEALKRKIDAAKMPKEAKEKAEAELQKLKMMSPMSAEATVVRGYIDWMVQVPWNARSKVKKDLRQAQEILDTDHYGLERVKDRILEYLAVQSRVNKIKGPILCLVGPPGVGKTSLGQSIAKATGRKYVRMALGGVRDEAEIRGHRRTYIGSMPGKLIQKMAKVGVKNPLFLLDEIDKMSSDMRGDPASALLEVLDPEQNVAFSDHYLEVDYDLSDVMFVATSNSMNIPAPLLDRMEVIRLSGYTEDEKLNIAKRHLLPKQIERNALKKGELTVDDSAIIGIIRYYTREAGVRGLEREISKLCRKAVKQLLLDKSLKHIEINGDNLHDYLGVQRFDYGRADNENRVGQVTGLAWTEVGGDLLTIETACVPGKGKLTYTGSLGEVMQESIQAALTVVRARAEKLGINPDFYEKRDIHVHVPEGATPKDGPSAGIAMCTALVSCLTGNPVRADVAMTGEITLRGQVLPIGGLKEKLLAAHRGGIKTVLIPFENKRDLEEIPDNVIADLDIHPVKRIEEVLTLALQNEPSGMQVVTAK
# MT1-MMP act inh: blocks activation of human MT1-MMP. P50281. HT1080 RFP-PRO-GFP cells, GFP/RFP ratio fluorescence, overnight; percent of plate control window, DMSO zero. GFP/RFP ratio change, % at 20 µM. 360,000 compounds, 0.061% hits. AID 651647;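 active = GFP/RFP ratio change of at least 30% with cell ATP level not reduced by more than half and red fluorescence within 50% of control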; also: strong numbers were not always called active
#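 Assay system: RFP-PRO-GFP reporter HT1080 cells; read-out basis: GFP/RFP fluorescence ratio; benchmarks: DMSO wells and RFP-L50D-GFP cells; doses: 20 µM single dose, 1% DMSO; schedule: overnight cell settling, then overnight compound exposure, 37 °C, 5% CO2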
# PABP1 MLLE inh: blocks PAM2 peptide binding to the PABP1 MLLE domain; P11940; GST-MLLE / FITC-PAM2 fluorescence polarization; inhibition, % at 20 µM; 360,000 compounds, 0.36% hits; in the data active = inhibition above about 35%, passing the limit was not always enough;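 also: plate controls were DMSO wells with GST-MLLE for no effect and wells lacking GST-MLLE protein for full effect; some results filed as inactive read as strong as hits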
# * marks the source's active call; other numbers are inactive results; i = inactive; x = no result given.
SMILES,MsrA inh,Rin1-Abl PPI inh,Rpn11 block,FAS TE block,CSN deneddyl inh,bovine MsrA act,E coli Lon inh,MT1-MMP act inh,PABP1 MLLE inh
CCOc1ccc(NC(=O)c2ccc(NS(=O)(=O)c3cccs3)cc2)cc1,-0.1,1,i,4,0,-7,-1,-2,1
O=S(=O)(C/C(=C/CO)S(=O)(=O)c1ccccc1)c1ccccc1,0.5,2,i,-4,7,-8,-4,-5,2
CC1(C)Cc2c(sc3c2C2=NCCN2C=N3)CO1,0.2,1,i,-9,3,-4,0,0,-13
CCOc1ccc(CNC(=O)CCS(=O)(=O)c2ccc3c(c2)oc(=O)n3C)cc1,1.2,2,i,-3,2,-1,-15,0,10
Cc1nc(-c2cccc(NS(=O)(=O)c3cccc4ccccc34)c2)cs1,0.1,1,i,20,0,1,-1,-9,-9
O=C(CSCc1ccc(Br)cc1)Nc1ccc(S(=O)(=O)N2CCOCC2)cc1,0.5,-1,i,13,-8,-4,-4,3,12
Cc1nc(CN2CCN(Cc3nc(C(c4ccccc4)c4ccccc4)no3)CC2)cs1,0.7,-1,i,0,-11,-7,-5,-1,-3
O=C(NCC(c1cccnc1)N1CCOCC1)C1CCCCC1 (configuration not stated),-0.7,0,i,-5,-4,-2,-5,-2,12
COc1ccc(C(=O)OCC(=O)Nc2c(C)cccc2C)cc1,1.0,0,i,-2,-3,-2,-3,-3,-3
COc1ccc(C(=O)Oc2c(OC)cc(C(=S)N3CCOCC3)cc2OC)cc1,0.5,-2,i,5,2,-4,6,3,8
Cc1ccc(NC(=O)CN(C)C(=O)CSc2nnc(C)s2)cc1,-0.5,1,i,-9,2,-1,1,1,7
O=c1n2c(c(O)n1C1CCCCC1)C(c1ccccc1)=Nc1ccccc1C2,1.0,0,i,6,-3,-3,7,4,-5
CCCC(=O)Nc1ccc(C(=O)NN=C(C2CC2)C2CC2)cc1,0.2,3,i,-9,-11,-4,-4,4,-5
Cc1ccc(C(=O)OCC(=O)NCc2ccc(F)cc2)o1,0.2,1,i,-5,-4,-2,-15,-1,5
Cc1nc(SC(C)C(=O)NC2CCCCC2C)c2c(C)c(C)sc2n1 (configuration not stated),0.6,3,i,0,-1,0,5,0,6
Cc1ccc(N2C(=O)N(CC(=O)N3CCCc4ccccc43)C(=O)C2C)cc1 (configuration not stated),-0.6,3,i,2,6,-4,-8,5,-3
CC1SCC(NC(=O)c2ccccc2Cl)CS1 (configuration not stated),1.1,-1,i,-4,2,-3,-6,-1,-1
Cc1cc(C)c2cc(CNC3CCCC3)c(Cl)nc2c1,0.0,-4,i,0,-5,-1,-8,1,-4
Cn1cnnc1-c1cccc(NC(=O)c2cc(F)c(F)cc2Cl)c1,1.2,-1,i,-1,-6,-4,-4,1,-4
CCOC(=O)C1(NC(=O)C2(NC(=O)CN3C(=O)c4ccccc4C3=O)CCCC2)CCCC1,0.6,5,i,-5,-2,-6,0,-3,2
Cc1ccc(Nc2nc(N3CCOCC3)c3ccccc3n2)cc1,-0.1,3,i,5,-3,-1,3,0,-10
CC[C@]1(C(=O)OC)[C@H]2C(=O)N(Cc3ccccc3)C(=O)[C@H]2[C@H]2CN=C(SCc3ccccc3)N21,1.5,2,i,9,-2,-4,-3,-2,7
COC(=O)c1ccccc1NC(=S)NC(=O)c1ccccc1F,0.2,-1,i,8,-11,-6,4,9,10
Cc1cccc(C)c1NC(=O)C1(N(Cc2ccco2)C(=O)Cn2nnnc2N)CCCCC1,-1.1,-4,i,-8,1,-5,1,4,-5
CCC(C)(C)C1CCC(=NNC(=O)c2ccc(Br)o2)CC1 (configuration not stated),0.4,1,i,11,-6,-4,-16,1,-29
CC(C)(C)C(=O)NC(=S)Nc1cc(C(=O)O)ccc1Cl,0.5,-4,i,-8,2,-4,4,-2,24
Cc1nn(Cc2ccc(Cl)cc2Cl)c(C)c1NC(=O)c1sc2ccccc2c1Cl,-1.2,-1,i,-5,2,-4,-6,-2,8
COc1ccc(Cc2nc3ccccc3[nH]c2=O)cc1,2.0,1,i,-6,-1,-3,-3,0,-16
Cc1cc(-c2nn3c(-c4ccccc4)nnc3s2)c2ccccc2n1,-0.2,-1,i,9,9,-8,-4,4,29
O=C(c1cncc(Br)c1)N1CCN(c2ccc(N3CCOCC3)nn2)CC1,-1.0,-1,i,-2,7,-4,-6,-3,-4
O=C(O)c1ccccc1OC(C(=O)Nc1cc(Cl)cc(Cl)c1)c1ccccc1 (configuration not stated),0.9,1,i,10,-1,-2,5,-6,-16
Cc1ccc(C(=O)N2CCN(c3ccccc3Cl)CC2)cc1[N+](=O)[O-],-0.2,1,i,50,2,-1,-2,-4,-4
CCCCN(CCCNC(=O)C1CCN(S(=O)(=O)N2CCOCC2)CC1)c1ccccc1,-0.3,0,i,-4,1,1,-5,0,-7
CCCNC(=O)c1ccc(-c2nc3ccccc3s2)s1,2.1,-4,i,8,-3,-1,-5,7,-14
CC(C)C(NC(=O)c1ccccc1Cl)C(=O)OCc1nc2scc(-c3ccccc3Cl)c2c(=O)[nH]1 (configuration not stated),0.7,-2,i,-5,-9,-8,12,4,-11
O=C(Cc1ccccc1)NC1(Cc2ccc(O)cc2)CCCCC1,0.4,2,i,5,1,-1,5,1,-5
CCCn1c(=S)[nH]c2cc(C(=O)NCC3CCCO3)ccc2c1=O (configuration not stated),1.6,0,i,0,-3,2,-3,1,-30
COC(=O)CNC(=O)C(Cc1c[nH]c2ccccc12)NC(=O)Oc1ccccc1 (configuration not stated),-0.2,2,i,0,0,-6,-1,3,9
CC(C)[C@H](NC(=O)c1ccccc1F)C(=O)NNC(=O)c1cccs1,0.8,0,i,-5,-1,-3,4,0,0
CC[C@@H]1Cc2[nH][nH]c(=O)c2[C@@H](c2ccc(F)cc2)O1,-0.6,x,x,-10,0,-2,5,3,x
COc1ccc(/C=N/Nc2cn[nH]c(=O)c2Cl)cc1,5.4*,-5,i,-2,4,-8,-7,12,-22
COc1ccc(-c2oc(=O)c3cc(OC)c(OC)cc3c2-c2cc(F)cc(OC)c2)cc1,-0.8,2,i,38,3,-1,1,0,18
COc1cc2cc(C#N)c(SCC(=O)Nc3cc(C)on3)nc2cc1OC,-0.8,-1,i,-4,3,-9,5,2,0
CCCN(C(=O)CSc1nnc(-c2ccc3c(c2)OCO3)o1)C1CCS(=O)(=O)C1 (configuration not stated),0.0,-4,i,-4,-13,-2,3,2,-2
CCN1CCN(CC(=O)c2c[nH]c3ccc(C)cc23)CC1,0.6,-4,i,-8,-1,-4,9,0,-13
CCCCC(=O)N(C)c1c(CC)nc2c(OCc3ccccc3C)cccn12,0.2,2,i,-2,-5,0,2,-30,9
COc1cc(/C=N/NC(=O)C(=O)Nc2ccccn2)ccc1O,5.3*,-3,i,-12,-8,-4,-6,5,-9
COc1ccccc1CNC(=O)c1cc(-c2ccc(F)cc2C)n[nH]1,2.8,-2,i,10,-2,0,6,5,1

# Fetched by compound from the list above, six records:
SMILES,MsrA inh,Rin1-Abl PPI inh,Rpn11 block,FAS TE block,CSN deneddyl inh,bovine MsrA act,E coli Lon inh,MT1-MMP act inh,PABP1 MLLE inh
Cn1cnnc1-c1cccc(NC(=O)c2cc(F)c(F)cc2Cl)c1,1.2,-1,i,-1,-6,-4,-4,1,-4
O=C(NCC(c1cccnc1)N1CCOCC1)C1CCCCC1 (configuration not stated),-0.7,0,i,-5,-4,-2,-5,-2,12
COc1ccc(C(=O)Oc2c(OC)cc(C(=S)N3CCOCC3)cc2OC)cc1,0.5,-2,i,5,2,-4,6,3,8
COc1cc(/C=N/NC(=O)C(=O)Nc2ccccn2)ccc1O,5.3*,-3,i,-12,-8,-4,-6,5,-9
COC(=O)CNC(=O)C(Cc1c[nH]c2ccccc12)NC(=O)Oc1ccccc1 (configuration not stated),-0.2,2,i,0,0,-6,-1,3,9
Cc1cccc(C)c1NC(=O)C1(N(Cc2ccco2)C(=O)Cn2nnnc2N)CCCCC1,-1.1,-4,i,-8,1,-5,1,4,-5

# The listing continues.
SMILES,MsrA inh,Rin1-Abl PPI inh,Rpn11 block,FAS TE block,CSN deneddyl inh,bovine MsrA act,E coli Lon inh,MT1-MMP act inh,PABP1 MLLE inh
COc1ccc2oc(C(=O)NCc3cc(OC)c(OC)cc3OC)c(C)c2c1,-0.6,-2,i,6,1,-3,-5,0,-2
O=C(O)c1cnn2c(-c3ccc(F)cc3)ccnc12,-0.8,4,i,-3,-9,-5,-11,3,7
CCC(C)(C)NC(=O)C(C)OC(=O)c1nsc(Cl)c1Cl (configuration not stated),-1.1,2,i,0,5,-5,2,-7,-15
O=C(C1CCCN(S(=O)(=O)c2cnc[nH]2)C1)N(CCc1ccccc1)Cc1ccccc1 (configuration not stated),-0.6,2,i,-17,1,-2,-1,1,0
CCOc1ccc(S(=O)(=O)N2CCN(S(=O)(=O)c3ccc(C(C)=O)cc3)CC2)cc1,0.6,3,i,-9,-1,-3,2,-4,26
CNc1nc(SCc2ccccc2Cl)nc2c1CCCC2,0.0,-5,i,23,-5,2,-4,-4,-9
COc1ccc(S(=O)(=O)N(C)c2ccc(OC(=O)C(C)Oc3ccc(F)cc3)cc2)cc1 (configuration not stated),0.6,-1,i,19,1,2,-3,-2,-12
CSCCC(NC(=O)COc1ccccc1)C(=O)N1CCC(C(N)=O)CC1 (configuration not stated),0.2,5,i,-3,1,-3,-18,-2,10
CCOC(=O)c1cc(-c2ccccc2)sc1NC(=S)Nc1cccc(C)n1,-0.2,3,i,9,-1,-1,-2,4,6
COc1cc(-c2cc3nc(NCc4ccco4)ccn3n2)cc(OC)c1OC,0.1,2,i,-3,1,-2,-8,17,-14
COc1ccc(C(=O)NC2CCN(C(=S)NCc3ccco3)CC2)cc1,-1.6,1,i,-5,-2,-7,3,-5,-121
O=C(c1[nH]ncc1[N+](=O)[O-])N1CCOCC1,0.5,1,i,-6,6,-11,3,-2,10
COc1ccc(CNC(=O)CCCn2nc(C)c([N+](=O)[O-])c2C)cc1,0.2,-3,i,11,5,-7,-1,2,0
COc1ccc(O)c(/C=N/NC(=O)CN2CCS(=O)(=O)CC2)c1,2.2,-8,i,-5,2,-4,-2,6,-3
CCCCOc1ccc(/C(O)=C(\C#N)c2nc3ccccc3[nH]2)cc1,-0.7,-2,i,-4,-2,-4,5,-7,4
CC(C)(C)NC(=O)c1ccc2c3c(cccc13)CC2,-0.1,-4,i,-4,4,-4,3,-12,14
O=C(NCCN1C(=O)S/C(=C/c2cccnc2)C1=O)c1ccc(S(=O)(=O)N2CCCC2)cc1,2.3,-2,i,-6,1,-5,-3,-3,8
Oc1ccccc1/C=N/N1CCN(c2ccccn2)CC1,-0.2,-4,i,2,0,-5,0,5,21
C=CCNC(=O)c1ccc2nccnc2c1,0.1,-1,i,-9,-1,-5,-12,2,-2
Cc1ccccc1NC(=O)COc1coc(CN2CCN(c3ccccc3)CC2)cc1=O,-0.4,2,i,-3,5,-5,-1,-1,-8
CC1(C)CC(=O)C2=C(C1)Nc1ccccc1NC2c1cccs1 (configuration not stated),2.4,0,i,-2,2,-3,2,1,13
CCOc1ccc(CCNC(=O)CCc2nnc3ccc(N4CCCC4)nn23)cc1OCC,2.4,-1,i,-5,-3,-1,0,3,-7
O=C(NCCc1ccccc1)C1CCCN1S(=O)(=O)c1ccc(F)cc1 (configuration not stated),-1.1,-1,i,-3,-1,2,-18,8,-8
C/C(=N\NC(=O)c1ccccc1NC(=O)c1ccc(Cl)cc1)c1ccncc1,0.6,1,i,29,4,-2,3,1,-5
O=C(CN1CCN(c2ccc(F)cc2)CC1)Nc1nnc(-c2ccccc2)s1,-1.5,2,i,1,2,-2,-4,5,-10
